# Source: PubChem
# Hsp70 displacement: Hsp70 inhibitors, probe displacement, primary screen, biochemical, fluorescence polarization (AID 583) | Heat shock 70 kDa protein 1A (Homo sapiens) | Hsp70 fluorescence polarization probe displacement, mP; higher % means a stronger effect | displacement, % at 20 µM; hits with a dose series show IC50 in µM | actives 0.06% (n = 140,000); in the data active means displacement above about 50%;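 further: plate controls were vehicle for no effect and reference ligand for full effect; a part of the inactive calls stands beside numbers as strong as those of hits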
# MKP-3 inhibition: MKP-3 phosphatase inhibitors, primary screen, biochemical, rat enzyme, in vitro (AID 425); Dual specificity protein phosphatase 6 (Rattus norvegicus); recombinant MKP-3 phosphatase activity, fluorescence; higher % means a stronger effect; one-dose inhibition, % at 20 µM; IC50 in µM for titrated hits; actives 0.17% (n = 110,000); in the data active means inhibition above about 50%;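 further: plate controls were vehicle for no effect and reference inhibitor for full effect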
# Starred values were filed as active, the others as inactive; x = no result given; & = joins results of further samples.
SMILES,Hsp70 displacement,MKP-3 inhibition
CS(=O)(=O)N1CCN(C(=O)C2c3ccccc3Oc3ccccc32)CC1,0.6%,-4.0%
Cc1sc2nc3n(c(=O)c2c1C)CCCS3,5.7%,-8.4%
CCOC(=O)Cc1csc(SCC(=O)Nc2cccc(C#N)c2)n1,2.3%,-0.8%
COC(=O)c1cc(-c2ccccc2)sc1N,11.3%,x
CC(C)Oc1ccc(-c2cc(=O)[nH]c(=O)[nH]2)cc1,x,2.1%
Cc1ccc(C(c2nnnn2CCc2ccccc2)N2CCSCC2)cc1 (stereo not drawn),2.5%,1.7%
COCCN(C(=O)C1CC1)c1nnc(-c2cccc(C)c2)s1,2.9%,-13.0%
CC(C)C(NC(=O)C1CCCCC1)C(=O)NC1=NCCS1 (stereo not drawn),-5.4%,x
COc1cccc(C2C(C(=O)c3ccco3)=C(O)C(=O)N2CCCN2CCOCC2)c1OC (stereo not drawn),1.7%,-15.1%
CC1CCN(S(=O)(=O)c2ccc(C(=O)OCc3ccc4c(c3)OCO4)cc2)CC1,-4.3%,x
O=C(NCCC1=CCCCC1)C1CCCN(S(=O)(=O)c2ccc(F)cc2)C1 (stereo not drawn),-3.0%,-8.1%
CCN1CCN(c2ncnc3c2sc2nc(N4CCOCC4)c4c(c23)CCC4)CC1,1.4%,-3.6%

# The list goes on, overlapping the part above by five compounds.
SMILES,Hsp70 displacement,MKP-3 inhibition
CC(C)C(NC(=O)C1CCCCC1)C(=O)NC1=NCCS1 (stereo not drawn),-5.4%,x
COc1cccc(C2C(C(=O)c3ccco3)=C(O)C(=O)N2CCCN2CCOCC2)c1OC (stereo not drawn),1.7%,-15.1%
CC1CCN(S(=O)(=O)c2ccc(C(=O)OCc3ccc4c(c3)OCO4)cc2)CC1,-4.3%,x
O=C(NCCC1=CCCCC1)C1CCCN(S(=O)(=O)c2ccc(F)cc2)C1 (stereo not drawn),-3.0%,-8.1%
CCN1CCN(c2ncnc3c2sc2nc(N4CCOCC4)c4c(c23)CCC4)CC1,1.4%,-3.6%
CC(C)NC(=O)c1ccc(CS(=O)(=O)c2ccc(Br)cc2)o1,5.2%,-0.9%
Cc1ccc(/C=N/n2c(C)cc(C)c(C#N)c2=O)cc1,2.0%,x
CSc1ccc(-c2nc(CSCC(=O)NCCCN3CCOCC3)c(C)o2)cc1,-3.3%,x
Cc1cc(N2C(=O)C3CC=CC(C)C3C2=O)no1 (stereo not drawn),4.3%,x
O=C(CN1C(=O)COc2ccccc21)N(Cc1cccnc1)Cc1ccccc1F,2.0%,-2.4%
CN(C)Cc1cc(CCNC(=O)c2ccc(Cl)cc2)ccc1O,-0.3%,-5.2%
Cc1cc(SCCOc2ccccc2)nc(N)n1,5.4%,x
CCC(=O)N1c2ccccc2NC2=C(C(=O)CC(C)(C)C2)C1c1ccc(N(CC)CC)cc1 (stereo not drawn),-1.8%,4.6%
O=S(=O)(c1ccc(-n2cnnn2)cc1)N(C1CCCCC1)C1CCCCC1,4.0%,-4.2%
CN(C)c1ccc(C(=O)OCC(=O)NC2CCCCC2)cc1,-0.7%,-3.1%
O=C(c1ccccc1)N1CCN(c2ncnc3sc4c(c23)CCC4)CC1,0.4%,x
COc1cccc(/C=C2/SC(=O)N(CNc3ccc(Br)cc3C)C2=O)c1,6.8%,5.6%
CC1(N2CCOCC2)CC2(O)C(=[N+]1[O-])CCc1c2no[n+]1[O-] (stereo not drawn),4.2%,-8.8%
O=C(O)c1ccc2c(c1)C(=O)N(c1cc(C(=O)c3ccccc3C(=O)O)ccc1Cl)C2=O,2.5%,1.5%
Cn1c(C(=O)N2CCN(Cc3ccc4c(c3)OCO4)CC2)cc2sccc21,-2.8%,-4.5%
COc1ccc(-c2nnc(SCC(=O)Nc3ccccc3)n2C)cc1,2.6%,-14.9%
COc1ccc(S(=O)(=O)NCCC(=O)NC(C)c2ccccc2)cc1 (stereo not drawn),-1.1%,-5.4%
O=c1c2cnn(-c3ccc(F)cc3)c2ncn1Cc1cccnc1,4.5%,1.6%
CCCC(=O)Nc1ccc(OCC(=O)OC)cc1,1.5%,4.0%
O=C(Cc1ccccc1)NC(NCCCN1CCOCC1)(C(F)(F)F)C(F)(F)F,1.4%,-10.1%
O=C(NC1CCc2ccccc21)C1CCN(S(=O)(=O)c2ccc(-n3cnnn3)cc2)CC1 (stereo not drawn),-0.6%,-8.1%
CCN(CC)CCCNC(=O)c1cc(C(=O)OC)cc([N+](=O)[O-])c1,6.7%,3.2%
CCOC(=O)c1c(NC(=O)c2cccc(Cl)c2)sc(C(=O)Nc2ccc(OC)cc2OC)c1C,1.4%,3.9%
CCOc1ccc(NC(=S)NC(=O)c2ccc(Br)cc2)c([N+](=O)[O-])c1,-3.9%,-0.2%
CCc1ccc(/C=C2/C(=O)NN(c3ccc(C)cc3)C2=O)cc1,6.4%,-0.4%
COc1cc(CNc2ccc(N3CCOCC3)c(C(=O)O)c2)ccc1OCC(N)=O,1.9%,-3.3%
NC(=O)c1ccsc1NC(=O)CSc1nnc(C2CC2)n1Cc1ccccc1,2.3%,x
CCOc1ccc(NC(=O)CCN2CCN(c3ccccc3F)CC2)cc1,3.2%,x
Cc1cccc(NC(=O)C2C(C(=O)O)C3C=CC2C32CC2)c1 (stereo not drawn),2.3%,1.8%
CCc1cc(=O)oc2cc(OCC(=O)c3ccc(-c4ccccc4)cc3)ccc12,45.8%,2.1%
CCCCn1nnnc1SCC(=O)N(CC)CC,-2.0%,x
Cc1ccc([N+](=O)[O-])cc1-c1ccc(/C=C(\C#N)c2nc3ccccc3[nH]2)o1,-16.1%,15.4%
CCNC(=O)c1cc2c(=O)n3cccc(C)c3nc2n1C,4.9%,10.0%
CCCn1c(NC(=O)c2ccc(C)cc2)nc2ccccc21,1.7%,-5.7%
N=c1oc2ccc3ccccc3c2cc1-c1nnc2n1CCCCC2,2.3%,-6.5%
COc1ccc(N2C3=C(CC4=C2CC(C)(C)CC4=O)C(=O)CC(C)(C)C3)cc1,18.8%,x
Cc1cc(C)n(-c2ncnc3sc4c(c23)CCCC4)n1,-3.6%,-15.8%
CCC(C)(C)n1nnnc1C(c1ccc2ncccc2c1)N1CCN(c2nc3ccccc3s2)CC1 (stereo not drawn),-3.2%,-7.4%
COc1ccc(S(=O)(=O)N(CC(=O)N2CCOCC2)Cc2ccccc2)cc1,8.9%,x
CCC(C)NC(=O)/C(=C\c1ccc(OC(C)=O)c(OC)c1)NC(C)=O (stereo not drawn),4.9%,97.1%*
O=C1NN(c2ccc(Cl)cc2)C(=O)/C1=C\c1cc(Cl)cc(Br)c1O,5.0%,2.3%
O=c1c2ccccc2nc(-c2ccco2)n1/N=C/c1ccco1,3.4%,2.6%
COc1ccc2oc(-c3ccccc3)c(C(=O)N3CCOCC3)c2c1,5.6%&4.0%,2.4%&1.5%
CCOC(=O)N1CCN(C(=O)C2CC(=O)N(c3ccc(OC)cc3)C2c2ccc(OC)cc2)CC1 (stereo not drawn),1.9%,-2.0%
CCn1c(CNC(=O)c2cccs2)nnc1SCC(=O)Nc1ccc(Cl)cc1,-3.1%,x
COCCn1cc(C(=O)NCc2cccs2)c2c3ccccc3n(C)c2c1=O,6.2%,-3.6%
Cc1cccc(-c2nc(=S)c3c(n2Cc2ccco2)CCCC3)c1,7.8%,x
CC1(C)CN=C(N2CCN(c3ncnc4sc5c(c34)CCCC5)CC2)S1,5.0%,-5.5%
N#CCCn1c(=S)oc2ccccc21,-0.2%,-2.1%
CCC(C#CCN1CCOCC1)(CC)OCCC#N,-0.7%,-11.5%
CN=C1S/C(=C\c2ccc(I)o2)C(=O)N1C,-0.9%,4.1%
COc1ccccc1CNC(=O)CN(c1cccc([N+](=O)[O-])c1)S(=O)(=O)c1ccccc1,0.2%,2.2%
CCOC(=O)C1CCN(C(=O)COc2ccc(N(C)S(=O)(=O)c3cccs3)cc2)CC1,-2.1%,-9.8%
Cc1nn(C)c(C)c1S(=O)(=O)N(CC(=O)Nc1ccc2c(c1)OCO2)c1ccc(C(C)C)cc1,-2.8%,0.5%
c1cc(-c2noc(CCC3CCCC3)n2)ccn1,-4.3%,-0.1%
CCN1CCN(CC(=O)c2c[nH]c3ccc(C)cc23)CC1,-7.3%,x
CC(=O)Nc1cc(-c2nn(C)c(=O)c3ccccc23)ccc1N1CCOCC1,-3.9%,x
COC(=O)c1sccc1NC(=O)c1ccco1,0.4%,-9.4%
c1ccc(SCCc2ccncc2)cc1,-0.1%,x
CCOC(=O)C1CCN(C/C=C/c2ccccc2OC)CC1,1.9%,-7.1%

# Arranged by molecular weight (low to high): some entries from above
SMILES,Hsp70 displacement,MKP-3 inhibition
N#CCCn1c(=S)oc2ccccc21,-0.2%,-2.1%
c1ccc(SCCc2ccncc2)cc1,-0.1%,x
Cc1cc(C)n(-c2ncnc3sc4c(c23)CCCC4)n1,-3.6%,-15.8%
COc1ccc(S(=O)(=O)N(CC(=O)N2CCOCC2)Cc2ccccc2)cc1,8.9%,x

# (more compounds)
SMILES,Hsp70 displacement,MKP-3 inhibition
COc1ccc(CN2CCN(C(=O)c3cccc(F)c3)CC2)c(OC)c1OC,-0.1%,3.0%
O=C(CSc1nc2c(c(C(F)(F)F)n1)CCc1ccccc1-2)NCc1ccccc1,0.5%,x
O=C(Nc1c(F)c(F)c(F)c(F)c1F)C1CCCO1 (stereo not drawn),-0.9%,4.2%
Cc1ccccc1OCCNc1cc(N2CCCC2)ccc1[N+](=O)[O-],-0.7%,-1.8%
Cc1ccc(S(=O)(=O)N2CCC(C(=O)N[C@@H](C)C(=O)NCc3ccccc3)CC2)cc1,-2.2%,-9.9%
Cc1noc(C)c1CSc1nc2ccccc2c(=O)n1-c1ccc(Cl)cc1,1.0%,x
O=C(O)CN1C(=O)/C(=C\c2cc([N+](=O)[O-])cc(Br)c2O)SC1=S,-44.3%,5.7%
Cc1ccc(C(=O)/C(=C\c2ccc(F)cc2)c2nc3ccccc3o2)cc1,1.5%,2.0%
O=C(/C=C/c1cccnc1)c1ccc(NC(=O)c2ccccc2F)cc1,3.3%,0.9%
Clc1ccc(Cn2c(CN3CCCC3)nc3ccccc32)cc1,x,0.3%
COc1ccc(C(=O)Nc2cccc(C(C)=O)c2)cc1S(=O)(=O)N1CCOCC1,0.6%,-6.4%
CCn1c(SCC(=O)Nc2ccc3c(c2)OCO3)nc2c(c1=O)SC(C)C2 (stereo not drawn),-4.0%,-7.7%
Cc1ccccc1C1(c2ccccc2C)CC1C(=O)Nc1cccc([N+](=O)[O-])c1 (stereo not drawn),-1.3%,6.5%
COc1ccc(Cl)cc1N1C(=O)C2CCCN2C1c1sccc1C (stereo not drawn),-3.1%,0.2%
O=C(c1ccccc1I)n1cccn1,-5.6%,0.7%
CCc1c(C)n([O-])c2c([n+]1=O)CCC2,1.3%,6.4%
O=C(N1CCOCC1)N1CCN(c2ccccn2)CC1,0.2%,-2.8%
Cc1onc(-c2c(Cl)cccc2Cl)c1C(=O)NC1CCCC1,5.9%,2.4%
CCN1c2ccccc2NC2N=C(OC)C(c3ccccc3)C21 (stereo not drawn),4.5%,-5.0%
COc1ccc(OC)c(NC(=O)c2ccc(NS(C)(=O)=O)cc2)c1,2.0%,x
Cc1ccccc1-n1c(C)cc(/C=N/NC(=O)CN2CCOCC2)c1C,-3.2%,2.7%
O=C(NCc1ccco1)C(c1ccco1)N(Cc1cccs1)C(=O)Cn1nnc2ccccc21 (stereo not drawn),-4.0%,x
CCC(C)N1C(=O)CCC1C(=O)NCc1ccc2c(c1)OCO2 (stereo not drawn),-3.5%,2.0%
CCOc1ccc(C(=O)Nc2ccc3c(c2)OCO3)cc1OCC,-2.4%,-11.0%
O=C1Cc2ccccc2C(c2ccccc2)N1 (stereo not drawn),-2.9%,-8.6%
CCOC(=O)CSc1nc(NC#N)nc(N(CC)CC)n1,32.0%,-2.4%
C=CCn1c(COc2cccc3ccc(C)nc23)nnc1SCC(N)=O,3.3%,-5.2%
CCOC(=O)C1(C)/C(=N/Nc2ccccc2Cl)C(=O)C(=O)N1c1ccccc1 (stereo not drawn),-1.1%,x
CCOC(=O)c1sc(SCC(=O)Nc2ccc(N(C)C)cc2)nc1N,4.9%,3.1%
C=CCOc1ccc(/C=C2\C(=O)NC(=O)N(C)C2=O)cc1Br,-0.2%,2.1%
O=C(CSc1nnnn1-c1ccccc1)Nc1ccc(Cl)cn1,0.3%,-17.7%
CN(C)c1cc(N/N=C/c2cccc(O)c2)nc(N(C)C)n1,5.9%,18.3%
COc1ccc2cc3cc(C(=O)Nc4ccc5c(c4)OCO5)oc3nc2c1,-2.3%,15.2%
CCCCC(=O)O[C@]1(C(=O)CO)CC[C@H]2[C@@H]3CCC4=CC(=O)CC[C@]4(C)[C@H]3[C@@H](O)C[C@@]21C,1.4%,-10.9%
O=C(NC1CCCCC1)N1CCCC1,-1.8%,x
COC(C)(C)CNS(=O)(=O)c1ccc(Cl)cc1,3.8%,-1.3%
CCC(C)Sc1nc2c(c(=O)n1C)SC(C)C2 (stereo not drawn),3.3%,-3.5%
Cc1[nH]c(=O)[nH]c(=O)c1S(=O)(=O)N(C)Cc1ccccc1,1.9%,-5.4%
CC(C)C(=O)NS(=O)(=O)c1ccc(NS(C)(=O)=O)cc1,-2.7%,0.3%
COC(=O)c1c(NS(C)(=O)=O)sc2c1CCCC2,1.4%,-3.0%
COc1ccc(C(=O)NCc2c(CC(C)C)oc(C)c2C(=O)O)cc1,1.5%,-10.6%
O=C(/C=C/c1ccccc1Cl)NCc1ccccn1,0.2%,-1.0%
Cc1onc(-c2ccccc2Cl)c1C(=O)NC12CC3CC(CC(C3)C1)C2,2.4%,1.5%
O=C(CN(C1CCCCC1)S(=O)(=O)c1ccc(F)cc1)Nc1ccc2c(c1)OCO2,3.5%,x
O=C(CC(c1ccc(F)cc1)c1ccco1)N1CCCC1 (stereo not drawn),-5.3%,3.6%

# This is a subset; rates above refer to the full screens.
